# Assay outcomes as filed in PubChem BioAssay.
# RMI-FANCM inh: disruptors of RMI1/RMI2 association with MM2 peptide – biochemical, fluorescence polarization, human, primary screen; RMI core complex (RMI1/RMI2) binding to FANCM MM2 peptide, human; RMI core complex with F-MM2 peptide; active compounds read low; FP signal (polarization) at 33 µM; actives 0.58% (n = 70,000); AID 1159607, 2016; in the data active = FP signal below about 40; also: inactives centre near 61; strong numbers were not always called active; unit not given here
# An asterisk follows results filed as active; & = joins results of further samples.
SMILES,RMI-FANCM inh
Cc1ccc(/C=N\Nc2ncnc3sc(-c4ccccc4)cc23)o1,54
CC1(C)Cc2cccc(OCC(=O)Nc3ccc(S(=O)(=O)Nc4ncccn4)cc3)c2O1,60
O=C(Cn1c(C2CC2)nc2c(cnn2-c2ccccc2)c1=O)Nc1cccc(Cl)c1,139
Cc1ccc2oc(-c3cccs3)nc2c1,54
O=C(Nc1nc(-c2ccccc2)c(CN2CCOCC2)s1)c1ccccc1,64
COc1ccccc1CNC(=O)CCn1cnc2c([nH]c3cc(OC)c(OC)cc32)c1=O,62
CC1CCN(C(C)CNC(=O)Nc2ccccc2C(F)(F)F)CC1 (stereo not given),70
CCN(CC)CC#CCOC(=O)C(O)(c1ccccc1)C1CCCCC1 (stereo not given),53&51&62
Cc1nn(Cc2ccccn2)c(=O)c2c1cnn2C(C)(C)C,64
COc1ccc(C(=O)CSc2nc3nc(C)cc(C)c3c(=O)[nH]2)cc1OC,62
CC(C)c1cc(=O)n2c(n1)SCC2CC(=O)NCc1cccs1 (stereo not given),66
COc1ccc(CCNC(=O)Cn2cccc(-c3nc(-c4ccc(C)cc4)no3)c2=O)cc1OC,62
COc1cc(NC(=O)CCCn2nc(-c3ccc(Cl)cc3)ccc2=O)cc(OC)c1,75
COc1c(O)cc(O)cc1O,60
COc1cc(C(=O)NCC(c2ccsc2)N2CCc3ccccc3C2)cc(OC)c1OC (stereo not given),73
CN1CCc2cc(C(CNC(=O)C3CC3)N3CCCCC3)ccc21 (stereo not given),57
CC(=O)NCCc1c[nH]c2ccc(O)cc12,53&61
CCOc1ccc(C)cc1S(=O)(=O)NCC1CCN(Cc2ccco2)CC1,73
COc1ccc(-c2nnc(NC(=O)c3cccc(Cl)c3)o2)cc1OC,64
Cc1ccc2nc(C)c(NC(=O)c3ccc(C)c(C)c3)c(=O)n2c1,74
Oc1ccc(C2(c3cccc(Cl)c3)CCCC2)cc1,58
Cc1ccc(CNC(=O)CSc2[nH]c(=O)ncc2C)cc1,58
CNCC[C@@H](Oc1ccc(C(F)(F)F)cc1)c1ccccc1,76
Cc1[nH]c2ccccc2c1C(c1ccc2c(c1)OCO2)N1CCOCC1 (stereo not given),57
Cc1cc(C)nc(-n2nc(C(C)(C)C)cc2OCC(=O)N2CCc3ccccc32)n1,63

# Other results follow.
SMILES,RMI-FANCM inh
CCOc1ccccc1NC(=O)CSc1nc2c(oc3ccccc32)c(=O)n1Cc1cccs1,103
Cc1onc(-c2ccccc2)c1C(=O)Nc1ccc(/C(C#N)=C/c2ccccn2)cc1,61
Nc1sc(=S)[nH]c1-c1ccccc1,65
Cc1ccccc1C(=O)Nc1nnc(-c2cc(C)n(C)n2)o1,73
COC(=O)CCN1C(=O)c2ccccc2C1=O,62
Cc1cc(C(=O)N(Cc2ccco2)c2nc3ccc(Cl)cc3s2)on1,84
CC(C)=CCC/C(C)=C/CC/C(C)=C/CO,66
NS(=O)(=O)c1ccc(CCNC(=O)C(=O)Nc2ccc(F)c([N+](=O)[O-])c2)cc1,115
COc1ccccc1N1CCN(CCNC(=O)C(=O)NC2CC2)CC1,65
O=C(NCCN1CCN(c2ccccc2F)CC1)C1CCCCC1,64
O=C1OC(c2ccc(O)cc2)(c2ccc(O)cc2)c2ccccc21,67
CCOc1ccccc1-c1nc(CSc2nc3ccccc3c(=O)n2Cc2ccco2)c(C)o1,62
NS(=O)(=O)c1ccc(-c2ccc(/C=N\O)o2)cc1,55
COc1ccc(Br)c(OC)c1C(=O)O,63
Cc1c([N+](=O)[O-])ccc(S(=O)(=O)NCCC2=CCCCC2)c1C,56
CCCN1CCCc2cc(CCNC(=O)Cc3ccc(F)cc3)ccc21,28*
O=C1CCc2cc(-c3csc(N=CNO)n3)ccc2N1,67
O=C1NC(=Nc2ccccc2)SC1Cc1cccc([N+](=O)[O-])c1 (stereo not given),-6*
O=C(O)C1c2ccccc2C(=O)N(Cc2ccc3c(c2)OCO3)C1c1cccnc1 (stereo not given),60
OC(CNCCNc1nccc(C(F)(F)F)n1)c1ccccc1 (stereo not given),63
Cc1cc(-c2nnc(NC(=O)CSc3ccccc3)o2)nn1C,73
CCOc1cc2c(c([N+](=O)[O-])c1)NC(=O)CS2,69
COc1cccc(C(=O)N2CCN(Cc3nc(C)cs3)CC2)c1OC,60
CCOC(=O)C1(O)Oc2cc(OC)cc(OC)c2C(=O)C1c1ccccc1 (stereo not given),52
CC(N)=NCCCn1ccnc1,54

# Further structures
SMILES,RMI-FANCM inh
Cc1ccc(CC(=O)N2CCN(c3ccccc3)CC2)cc1,63
Cc1nnc(NC(=O)Cc2csc(SCC(=O)c3ccc(F)cc3)n2)s1,60
Cc1ccc([N+](=O)[O-])c(C(=O)N/N=C/c2cccnc2)c1,55
COc1ccc(-c2csc(NC(=O)c3cccc(Cl)c3)n2)cc1C,65
c1ccc(-c2nc(-c3noc(-c4ccccc4)n3)no2)cc1,58
c1cc2n(c1)CCNC2c1ccncc1 (stereo not given),62
O=C(O)c1ccc(CSc2ccc(C(F)(F)F)cn2)o1,60
CC[N+](C)(CC)CCC[n+]1c(-c2ccccc2)c2cc(N)ccc2c2ccc(N)cc21,-45*
N#CCCNS(=O)(=O)c1ccc(Cl)c(N)c1,52
CCN(CC)CCN(C(=O)c1cc2ccccc2oc1=O)c1nc2c(OC)ccc(Cl)c2s1,71
Nc1c(C(=O)NCc2ccc3c(c2)OCO3)sc2nc(-c3cccs3)c3c(c12)CCCC3,20
O=C1C(=O)N(CN2CCOCC2)c2ccc(Br)cc21,55
CCSc1ccc(CC(=O)N(CCn2cccn2)c2nc3ccccc3s2)cc1,65
O=C(c1ccc([N+](=O)[O-])o1)N(C(=O)N1CCCCC1)c1cccc(Cl)c1,53
N[C@H](C(=O)O)[C@H]1C[C@@H]1C(=O)O,56
COC(=O)CN1C(c2ccccc2)=Nc2ccc(C)cc2C1c1ccccc1 (stereo not given),58
CC(=O)OCC(=O)[C@@]1(O)[C@H](OC(C)=O)CC2C3CCC4=CC(=O)C=C[C@]4(C)[C@@]3(F)[C@@H](O)C[C@@]21C (stereo not given in full),62
O=C(CC1CSc2nc3[nH]ncc3c(=O)n21)Nc1ccc(Oc2ccccc2)cc1 (stereo not given),66
Nn1c(Cc2ccccc2)nnc1SCC(=O)Nc1cccc(F)c1,53
CCS(=O)(=O)c1ccc(CC(=O)Nc2nc(-c3nc4ccccc4s3)cs2)cc1,81
COc1ccc(NC(=O)CSc2nnc(CNC(=O)c3ccc(C(C)(C)C)cc3)n2-c2ccccc2)cc1,64
N#Cc1c(N)nc(SCC(=O)c2ccc(O)c(O)c2)c(C#N)c1-c1ccc(OCc2ccccc2)cc1,14*
C=CCN1C(=O)C(C)(C)COc2cc(NS(C)(=O)=O)ccc21,58
CC(C)CS(=O)(=O)Nc1ccc2c(c1)N(C(=O)C(C)(C)C)CC2,70
CC(=O)N1N=C2c3ccccc3CCC2C1c1cccs1 (stereo not given),57

# More compounds:
SMILES,RMI-FANCM inh
COC(=O)c1sc2ccccc2c1NC(=O)C1CCCCC1,77
Cc1cc(NS(=O)(=O)c2ccc3c(c2)CCO3)no1,56
COc1ccc(/C=C2\NC(=S)N(CC(=O)Nc3ccc(S(N)(=O)=O)cc3)C2=O)cc1,63
CCS(=O)(=O)c1ccc(C(=O)Nc2cc(C)on2)cc1,53
O=C1c2ccccc2-c2ccc(Br)c3cccc1c23,-26
CC(=O)Nc1ccc2c(c1)oc1ccccc12,65
Cc1ccc(CSc2nc(C)c(Oc3cccc(C(F)(F)F)c3)c(=O)n2C)cc1,60
Cn1nccc1C(=O)Nc1nc2c(Cl)c(Cl)ccc2s1,67
COC1=CC(=O)C(O)=C/C1=C\C=C\c1ccccc1,47
O=C(Nc1ccc2c(c1)N(C(=O)C1CCCC1)CC2)c1ccc2c(c1)OCO2,68
Cc1ccc(-c2csc(NC(=O)c3cccs3)n2)cc1C,61
COc1cccc(C(=O)Nc2nnc(-c3ccc(Br)s3)o2)c1OC,69
O=C(NCc1ccccc1)C(=O)Nc1cccc(N2CCCS2(=O)=O)c1,64
CCOc1ccc(CC(=O)NCC2CCN(Cc3cccs3)CC2)cc1,98
C=C(Br)Cn1c(COc2ccccc2)nc2ccccc21,65
CCOC(=O)Nc1nc(CC(=O)Nc2ccccc2C(N)=O)cs1,70
CCc1cc2c(SCC(=O)c3ccc(F)cc3)ncnc2s1,62
NS(=O)(=O)c1ccc2nc(NC(=O)c3ccc4ncsc4c3)sc2c1,72
FC(F)(F)c1cccc(-c2csc(-c3ccc(-n4cncn4)nc3)n2)c1,55
CC(C)(C)n1ncc2c(=O)n(CCC(=O)N3CCN(c4ccccc4Cl)CC3)cnc21,75
Cc1ccc(NC(=O)CC2NCCN(Cc3ccccc3)C2=O)cc1 (stereo not given),56
CCN(CC)S(=O)(=O)c1ccc(-c2csc(C)n2)s1,61
S=C(N/N=C\C=C\c1ccccc1)NC1CC2CC1C1C=CCC21 (stereo not given),60
O=C(O)C(Cc1ccccc1)NCc1ccccc1O (stereo not given),59
N#CC(C#N)=CNNC(=O)c1ccccc1-n1cccc1,60

# Some of the entries so far, with the structure last.
RMI-FANCM inh | canonical_smiles
61 | Cc1ccc(-c2csc(NC(=O)c3cccs3)n2)cc1C
69 | COc1cccc(C(=O)Nc2nnc(-c3ccc(Br)s3)o2)c1OC

# Laid out differently: entries from further up.
mol	RMI-FANCM inh
COC(=O)c1sc2ccccc2c1NC(=O)C1CCCCC1	77
Cc1cc(NS(=O)(=O)c2ccc3c(c2)CCO3)no1	56
COc1ccc(/C=C2\NC(=S)N(CC(=O)Nc3ccc(S(N)(=O)=O)cc3)C2=O)cc1	63
CCS(=O)(=O)c1ccc(C(=O)Nc2cc(C)on2)cc1	53
O=C1c2ccccc2-c2ccc(Br)c3cccc1c23	-26
CC(=O)Nc1ccc2c(c1)oc1ccccc12	65
Cc1ccc(CSc2nc(C)c(Oc3cccc(C(F)(F)F)c3)c(=O)n2C)cc1	60
Cn1nccc1C(=O)Nc1nc2c(Cl)c(Cl)ccc2s1	67
COC1=CC(=O)C(O)=C/C1=C\C=C\c1ccccc1	47
O=C(Nc1ccc2c(c1)N(C(=O)C1CCCC1)CC2)c1ccc2c(c1)OCO2	68
Cc1ccc(-c2csc(NC(=O)c3cccs3)n2)cc1C	61
COc1cccc(C(=O)Nc2nnc(-c3ccc(Br)s3)o2)c1OC	69
O=C(NCc1ccccc1)C(=O)Nc1cccc(N2CCCS2(=O)=O)c1	64
CCOc1ccc(CC(=O)NCC2CCN(Cc3cccs3)CC2)cc1	98
C=C(Br)Cn1c(COc2ccccc2)nc2ccccc21	65
CCOC(=O)Nc1nc(CC(=O)Nc2ccccc2C(N)=O)cs1	70
CCc1cc2c(SCC(=O)c3ccc(F)cc3)ncnc2s1	62
NS(=O)(=O)c1ccc2nc(NC(=O)c3ccc4ncsc4c3)sc2c1	72
FC(F)(F)c1cccc(-c2csc(-c3ccc(-n4cncn4)nc3)n2)c1	55
CC(C)(C)n1ncc2c(=O)n(CCC(=O)N3CCN(c4ccccc4Cl)CC3)cnc21	75

# (continued)
SMILES,RMI-FANCM inh
COc1ccc(N2CCN(C(=O)c3ccc(CNS(=O)(=O)c4cc(C)ccc4C)cc3)CC2)cc1,71
Cc1nnsc1-c1c(C(=O)O)c(C)nn1-c1ccccc1,49
CCn1c(SCC(=O)Nc2ccc(OC)c(Cl)c2)nc2c(-c3ccccc3)c[nH]c2c1=O,80
COC(=O)c1ccc2c(c1)sc(=NC(=O)c1ccnn1C)n2CCSC,88
O=C1NCCOc2ccc(NC(=O)c3ccccc3C(F)(F)F)cc21,64
Cc1ccc(NC(=O)c2cc(C(C)C)n(-c3nc4ccccc4s3)n2)nc1,54
O=C(c1cccn(Cc2cccc(C(F)(F)F)c2)c1=O)N1CCc2ccccc21,51
CC(=O)Oc1ccccc1C(=O)Oc1ccc(/C=N/n2cnnc2)cc1,59
O=C(NCc1nc(-c2ccc(C(F)(F)F)cc2)no1)c1cccs1,53
O=C(Nc1nc2c(Cl)ccc(Cl)c2s1)c1ccc([N+](=O)[O-])o1,59
Cn1/c(=N/N=C2CCCCC2)sc2ccccc21,55
Cc1cc(C)c(C)c(S(=O)(=O)Nc2ccc(C(=O)N3CC(C)OC(C)C3)cc2)c1C (stereo not given),76
CSc1ccccc1C(=O)Nc1sc2c(c1C#N)CCCCC2,60
O=C(C1CCCC1)N1CCCC(c2nnc(-c3cccs3)o2)C1 (stereo not given),67
COc1ccc(Cl)cc1S(=O)(=O)Nc1ccc2c(c1)N(C(=O)C1CCCO1)CC2 (stereo not given),63
Cc1cc(NC(=O)COc2ccccc2F)n(-c2nc3c(cnn3-c3cccc(C)c3C)c(=O)[nH]2)n1,62
CCOCCCn1c(C)cn2c3c(=O)n(Cc4c(F)cccc4Cl)c(=O)n(C)c3nc12,68
O=C1c2ccccc2C(=O)N1CC(=O)N(Cc1cccnc1)c1nc2ccc(Cl)cc2s1,79
CN(C)S(=O)(=O)c1ccc(C(=O)NCc2cccnc2)cc1,61
COC(=O)c1ccccc1Sc1nc2ccc(Cl)cc2s1,58
Cc1ccc(S(=O)(=O)N2CCC(C(=O)N(Cc3cccnc3)c3nc4cc(C)cc(C)c4s3)CC2)cc1,73
Cc1ccc(-c2[nH]c3ccccc3c2SCCN)cc1,76
Cc1sc(NC(=O)CS(=O)(=O)c2ccc(F)cc2)c(C#N)c1C,51
O=S(=O)(NCCOc1cccc(C(F)(F)F)c1)c1ccc(F)c(Cl)c1,64
CCOC(=O)c1cc2c(=O)n3ccccc3nc2n(Cc2ccccc2)c1=NC(=O)c1ccco1,58

# (continued)
SMILES,RMI-FANCM inh
CC(C)CNC(=O)Nc1c[nH]c2ccccc12,60
COc1ccc(Cl)cc1C(=O)NCCS(=O)(=O)N1CCN(c2ncccn2)CC1,62
O=C(O/N=C1\CCCc2occc21)c1ccccc1,55
Cc1ccc(-c2c(C)sc3ncn4nnnc4c23)cc1,73
Cc1nnc(SCc2ccccn2)c2c1cnn2-c1ccc(F)cc1,60
COc1ccc(OC)c(S(=O)(=O)N2CCC(c3nnc(-c4ccc(F)cc4)o3)CC2)c1,60
CC1CC(C)CN(S(=O)(=O)c2ccc(C(=O)Nc3ccc4ncsc4c3)cc2)C1 (stereo not given),64
CSc1ccccc1-c1nnc(NC(=O)C2COc3ccccc3O2)o1 (stereo not given),66
Nc1nc(-c2ccc(OCc3ccc(F)cc3)cc2)cs1,55
O=c1c2c(N3CCOCC3)cc(N3CCOCC3)nc2n(-c2ccccc2)c(=O)n1-c1ccccc1,55

# A portion of the library (hit frequency here may not be typical).
